# GAA850 FXN act: increases GAA850 frataxin promoter reporter activity | HEK293 lucGAA850 FXN promoter luciferase reporter, 24 h; percent of 10 µM SAHA response | activation, % at 6 µM | 360,000 compounds, 0.56% hits | AID 540364;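 active = activation above the average of all compounds screened plus 3 SD, cutoff fixed separately per campaign, cut at about 7.5% in these data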;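 also: 0% = DMSO wells and 100% = 10 µM SAHA wells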
# NPR1 activator: GC-A (human) enzyme activation. activation, % at 10 µM. 370,000 compounds, 0.14% hits. HEK293 GC-A cells, cGMP TR-FRET, EC30 ANP; 0% at EC30 ANP, 100% saturating ANP. AID 1671463. P16066; in the data active = activation above about 40%
# ssDAF-12 act: activators of S. stercoralis DAF-12 nuclear receptor; HEK293 ssDAF-12/GRIP1 lit1-tk-luc reporter, luminescence; % of 3 µM dafachronic acid response; activation, % at 6.8 µM; 370,000 compounds, 1% hits; AID 652126;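 active = activation above the mean over all tested compounds plus 3 SD, cut at about 0.9% in these data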;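 also: 0% = DMSO-only wells and 100% = 3 µM delta7-dafachronic acid wells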
# NPR2 activator: GC-B (human) receptor activation; 370,000 compounds, 0.11% hits; AID 1920062; activation, % at 10 µM; P20594; HEK293-GC-B cells, CNP EC30, cGMP TR-FRET; 0% at EC30 CNP, 100% saturating CNP;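 active = activation at 10 µM reaching about 35% in either raw or pattern-adjusted values, limit read from the data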
# Target sequence (P20594 whole entry, looked up): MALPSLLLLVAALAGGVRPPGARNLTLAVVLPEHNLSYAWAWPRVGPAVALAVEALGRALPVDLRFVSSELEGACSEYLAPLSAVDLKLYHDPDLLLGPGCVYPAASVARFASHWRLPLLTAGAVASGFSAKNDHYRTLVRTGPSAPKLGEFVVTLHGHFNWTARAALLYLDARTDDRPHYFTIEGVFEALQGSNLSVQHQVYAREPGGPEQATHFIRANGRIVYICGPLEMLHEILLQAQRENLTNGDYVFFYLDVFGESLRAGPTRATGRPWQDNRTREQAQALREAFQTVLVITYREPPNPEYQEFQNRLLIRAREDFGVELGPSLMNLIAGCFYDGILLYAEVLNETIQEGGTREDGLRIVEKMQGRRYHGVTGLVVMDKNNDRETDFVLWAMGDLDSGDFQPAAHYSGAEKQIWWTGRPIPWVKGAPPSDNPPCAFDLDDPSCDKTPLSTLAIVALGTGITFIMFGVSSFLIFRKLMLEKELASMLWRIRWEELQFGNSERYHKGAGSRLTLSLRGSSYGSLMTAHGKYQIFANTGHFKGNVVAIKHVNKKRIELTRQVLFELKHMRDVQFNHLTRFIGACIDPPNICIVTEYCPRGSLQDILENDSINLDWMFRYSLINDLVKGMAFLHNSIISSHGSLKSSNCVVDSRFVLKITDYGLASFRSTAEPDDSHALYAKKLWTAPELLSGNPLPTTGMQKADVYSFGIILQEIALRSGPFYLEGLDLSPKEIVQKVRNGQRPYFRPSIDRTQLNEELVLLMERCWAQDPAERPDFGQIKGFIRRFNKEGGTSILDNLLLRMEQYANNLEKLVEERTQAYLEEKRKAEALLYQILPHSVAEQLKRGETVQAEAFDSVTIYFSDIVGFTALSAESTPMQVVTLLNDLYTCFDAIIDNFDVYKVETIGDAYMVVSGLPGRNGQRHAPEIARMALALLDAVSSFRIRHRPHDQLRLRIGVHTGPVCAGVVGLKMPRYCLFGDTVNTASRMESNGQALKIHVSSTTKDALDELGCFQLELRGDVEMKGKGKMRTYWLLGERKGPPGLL
# HGIII-sPLA2 inh: Inhibits HGIII-sPLA2 liposome hydrolysis, primary screen. inhibition, % at 12.2 µM. 370,000 compounds, 0.56% hits. AID 743126. QFRET BODIPY PC-A2 liposome hydrolysis, fluorescence. Q9NZ20;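 active = inhibition above mean plus 3 SD of compounds lying within the high and low control bounds, cut at about 19% in these data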;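 also: 0% = median of test compound wells and 100% = no enzyme DMSO wells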
# SMARCA2 act: increases SMARCA2 function in MMTV reporter cells; activation, % at 9.1 µM; MG213 cells, MMTV-luciferase reporter, dexamethasone, overnight; 370,000 compounds, 1% hits; in the data active = activation above about 7.8%;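 also: 0% = vehicle wells and 100% = reference activator wells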
# hcDAF12 agonist: activates DAF-12 receptor from parasite H. contortus. HEK293 hcDAF-12 lit1-tk-luc reporter, luminescence; 0% DMSO, 100% Δ7-dafachronic acid. activation, % at 6.8 µM. 370,000 compounds, 1.4% hits;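 active = activation above the mean of all tested compounds plus 3 SD, cut at about 5.5% in these data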;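 also: 100% = response to 3 µM Δ7-dafachronic acid high control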
# DAX1 inh-1: blocks DAX1 repression of SF-1 activated StAR promoter. HEK293T StAR-luciferase reporter, SF-1/DAX-1 repression relief. inhibition, % at 6.8 µM. 370,000 compounds, 1.1% hits. AID 652010;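 active = inhibition above the mean over all tested compounds plus 3 SD, cut at about 3.6% in these data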;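 also: 0% = DAX-1 cells with DMSO and 100% = cells lacking DAX-1 with DMSO; higher inhibition means more luminescence from relief of DAX-1 repression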
# hgDAF12 agonist: hgDAF-12 agonism, primary luciferase screen. HEK293 GAL4-hgDAF12 UAS-luciferase reporter, agonist luminescence; normalized to butyrate control. activation, % at 6.8 µM. 370,000 compounds, 1.8% hits. AID 687014;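 active = activation above a cutoff set at the mean of all screened compounds plus 3 SD, cut at about 10% in these data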;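 also: 0% = DMSO wells and 100% = sodium butyrate wells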
# ADAM10 inh: inhibits human ADAM10. O14672. recombinant ADAM10, EDANS/DABCYL FRET peptide cleavage, 3 h. inhibition, % at 7 µM. 370,000 compounds, 0.62% hits;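 active = inhibition above a per-campaign cutoff equal to the mean of compounds falling between control-based bounds plus 3 SD, cut at about 20% in these data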;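 also: 0% = DMSO wells while the 100% control is not disclosed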
# DAX1 inh-2: NR0B1 (DAX1) inhibition. P51843. AID 504766. HEK293 Gal4-DAX1 luciferase reporter, luminescence. 340,000 compounds, 0.99% hits. inhibition, % at 6.75 µM;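 active = inhibition above the mean over all tested compounds plus 3 SD, cut at about 4.2% in these data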;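 also: 0% = DAX1-transfected cells with DMSO and 100% = empty-vector control cells with DMSO; inhibition shows as a rise in luminescence from relieved DAX1 repression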
# An asterisk follows results filed as active; · = not tested or not shown.
# Every second line gives: GAA850 FXN act	NPR1 activator	ssDAF-12 act	NPR2 activator	HGIII-sPLA2 inh	SMARCA2 act	hcDAF12 agonist	DAX1 inh-1	hgDAF12 agonist	ADAM10 inh	DAX1 inh-2
COc1ccccc1CNC(=O)[C@@H]1CCCN1S(=O)(=O)c1ccccc1F
 : -1.0	-1.1	-1.4	-3.8	14.3	2.7	-2.7	-0.2	-3.4	-0.2	1.8
C=CCN=C(NC#N)SCC(=O)NC(C)(C)C
 : 0.7	1.1	-1.0	-4.4	-5.8	1.5	-2.1	0.1	0.7	1.9	0.3
O=C(N/N=C/c1cc(Br)ccc1O)c1cccc(N2CCCC2=O)c1
 : -3.5	-5.5	-1.5	1.1	12.0	-3.1	-2.4	-1.8	-9.5	-30.2	2.0
CC(=O)N1C[C@H]2CON(C)[C@H]2C[C@H]1c1ccccc1
 : ·	-0.7	-1.0	-7.1	15.8	-1.8	-0.4	0.0	1.6	-4.1	·
Cc1ccc(CSCCNC(=O)CN(c2cc(C)ccc2C)S(C)(=O)=O)cc1
 : 0.6	-2.8	-0.2	0.8	-7.7	-3.8	0.7	-0.1	-2.1	1.9	-1.3
O=c1cc(N2CCCC2)[nH]c(=O)n1-c1ccc(Cl)cc1
 : -2.8	5.4	-1.1	-2.0	6.2	-2.5	-0.1	0.3	3.3	7.4	0.5
O=C(N/N=C1/CC2C=CCC12)c1ccc(Br)o1 (stereo not given)
 : 1.5	-0.1	-0.6	2.1	0.8	0.5	4.1	2.3	7.0	-28.2	3.1
C[C@@H]1CN([C@@H](C)CO)S(=O)(=O)c2ccc(Br)cc2O[C@@H]1CN(C)C(=O)c1ccccn1
 : 1.8	-2.1	-1.2	-1.6	10.0	1.5	-1.9	0.0	0.1	5.2	-0.3
O=C1COc2ccc(S(=O)(=O)Nc3ccc(OC(F)(F)F)cc3)cc2N1
 : -0.2	-0.6	-0.3	-4.7	-16.8	-2.8	-0.7	-2.5	-1.4	9.1	-0.8
Cc1ccc2nc(-c3ccccc3Cl)cc(C(=O)Nc3cc(C)on3)c2c1
 : 0.9	4.8	-1.4	5.8	-1.1	-3.8	-0.3	-0.7	-2.0	-12.2	-0.3
CS(=O)(=O)N1CCC(C(=O)NCc2ccc3c(c2)OCO3)CC1
 : 1.7	-2.8	-1.3	9.7	3.2	0.7	-0.3	0.9	-0.2	0.6	0.6
CCCNC(=O)Cn1cc(S(=O)(=O)N2CCCC2)c(S(=O)(=O)N2CCCC2)c1
 : 2.5	-0.7	-1.1	-3.3	0.0	-1.9	1.5	3.9*	1.9	-4.8	0.8
CCOc1cc2c(cc1/C=C(/C#N)c1ccc(C(=O)O)cc1)OCO2
 : 4.1	-3.2	-0.7	-0.4	-5.8	0.2	0.7	-0.4	3.1	-4.3	0.2
COc1ccc(CNc2ncc(-c3cccc([N+](=O)[O-])c3)n2C)c(OC)c1OC
 : 0.0	-11.2	-1.7	-8.0	1.5	3.2	-2.0	-0.2	2.2	4.8	2.4
Cc1cscc1NC(=O)/C=C/C(=O)O
 : 2.1	1.9	-0.2	-0.3	-5.3	-1.1	6.8*	0.5	1.0	-10.2	·
C[C@@H]1CN([C@@H](C)CO)C(=O)c2cccc(NC(=O)Nc3cccc4ccccc34)c2O[C@H]1CN(C)S(=O)(=O)c1ccc(Cl)cc1
 : ·	-3.7	-1.5	-5.5	-27.0	·	-0.8	·	-5.6	-14.7	·
O=C(CNc1ccc(C(F)(F)F)cc1[N+](=O)[O-])OCC(=O)c1ccccc1
 : 1.0	7.8	-1.1	-5.1	-11.9	1.1	-0.1	-0.2	-1.1	10.9	1.1
OC(CCN1CCCCC1)(c1ccccc1)C1CCCCC1 (stereo not given)
 : 0.8	-22.7	-0.7	-17.4	-8.2	1.9	-0.1	-0.3	2.8	4.5	-1.5
CC(=O)c1ccc(N2CCN(C(=O)c3ccc(-c4ccccc4)cc3)CC2)cc1
 : 0.0	-2.7	-0.9	2.5	-6.5	1.4	1.7	0.4	-0.4	-2.9	-0.7
CCN(CCCNC(=O)C1CCN(S(=O)(=O)c2cccc3nonc23)CC1)Cc1ccccc1
 : 2.1	-1.0	-1.2	-7.8	3.6	-1.3	0.0	-0.4	-3.9	-1.3	-0.6
c1cc(-c2ccsc2)n2ccnc2c1
 : 0.2	2.9	-0.3	-2.5	10.5	-3.1	0.6	-1.0	6.9	-404.3	·
CCOC(=O)C1=C(CSc2nc(-c3ccccc3)ccc2C#N)OC(N)=C(C#N)C1c1ccc(OC)cc1 (stereo not given)
 : 8.9*	4.5	-0.3	-8.1	0.7	3.4	3.8	1.0	1.7	-39.8	3.6
CCN(CC(=O)Nc1ccc2c(c1)OCCO2)C(=O)c1ccc(S(=O)(=O)N(C)C)cc1
 : -2.7	0.5	-1.0	0.1	5.3	-2.2	-0.6	-0.3	0.5	-3.9	-0.4
CCc1cccc2c(C(=O)C(NCCCOC)c3ccccc3)c[nH]c12 (stereo not given)
 : -2.7	-8.3	-0.5	-8.0	-7.3	-1.3	5.1	-0.1	-5.3	1.3	0.1
O=C(/C=C\NCC(=O)c1ccccc1)c1ccccc1
 : 0.1	1.5	-1.1	7.0	-12.3	4.7	3.6	0.2	5.4	3.3	2.0
COc1ccc(CCNC(=O)CCNC(=O)c2ccco2)cc1
 : -0.8	0.8	-0.6	-3.4	6.8	-3.4	6.8*	0.4	2.0	-4.8	0.4
O=C(Nc1ccc(Br)c(C(F)(F)F)c1)c1ccc(C(F)(F)F)cc1
 : -3.8	6.3	-1.0	-3.4	11.3	-5.6	-0.5	-0.3	3.6	14.8	·
O=C(COC(=O)c1ccccn1)Nc1nc(-c2ccccc2)cs1
 : 3.8	7.1	0.3	1.9	-0.1	1.6	1.1	0.8	4.2	0.9	1.0
COc1ccc(NC(=O)N2CCC(O)(c3cccnc3)CC2)c(OC)c1
 : 0.3	-1.6	-1.2	3.1	2.6	-1.8	-0.8	-0.7	-1.6	0.7	1.1
Cc1nc(COc2cc3oc(=O)cc(C)c3cc2Cl)cs1
 : 2.6	-7.5	-1.0	-7.2	-0.5	-0.7	-1.6	0.1	2.8	-311.8	-0.7
CCN1CCN(Cc2ccc(OC)c(OCc3ccccc3)c2)CC1
 : -0.3	1.5	-1.1	3.9	-1.1	0.9	-1.1	-1.0	0.8	-2.5	-0.4
O=C(Nc1nnc(Cc2ccccc2)s1)c1ccccc1
 : 3.3	-2.1	0.1	3.8	3.2	3.7	-0.2	0.6	6.7	-0.6	2.1
O=C(NCC(=O)N(CC1CCCO1)C(C(=O)NC1CCCCC1)c1ccccc1)c1ccco1 (stereo not given)
 : 2.6	5.1	-1.5	-5.4	0.5	-0.8	-0.5	0.2	-5.3	2.2	-0.5
Cc1ccc(C(=O)N2CCN(C)CC2)cc1S(=O)(=O)N1CCCCC1
 : -0.7	2.9	-1.0	1.0	-4.1	-3.5	-0.7	1.3	0.3	11.9	1.0
Cc1cc(N)n(-c2ccc(Oc3ccccc3)c(S(=O)(=O)O)c2)n1
 : 0.2	-1.4	-1.5	2.4	-22.2	2.3	-1.1	0.1	0.7	0.2	0.9
O=C(O)CCC(=O)N(Cc1cccs1)Cc1cccs1
 : -0.9	0.7	-1.3	5.5	1.6	4.3	0.3	0.2	2.2	-0.4	0.3
CCOC(=O)/C(C)=C1\NC(C)(C)Cc2ccccc21
 : 2.0	5.4	-1.5	2.6	2.8	-2.8	0.0	-0.3	2.2	-5.8	0.6
O=S(=O)(c1ccc(Cl)cc1)n1ccc2cccnc21
 : 1.2	-6.4	-0.6	2.9	-11.5	-4.6	-1.8	0.3	-3.5	7.0	-0.4
N#CCCC(CCC#N)C1=NCCc2ccccc21
 : 0.3	3.0	-0.9	-2.6	10.1	-4.5	-1.2	-0.4	-3.9	-0.7	-0.9
Cc1ccc(C)c(NS(=O)(=O)c2ccc3[nH]c(=O)[nH]c3c2)c1
 : 0.9	3.3	-1.3	2.4	-2.0	2.7	0.4	0.3	0.2	-2.3	0.7
COC(=O)c1ccc(NC(=S)NC(=O)c2cc(-c3ccccc3)nc3ccccc23)cc1
 : 1.7	-2.1	-0.2	0.0	0.2	-2.9	-1.1	0.1	2.4	1.9	-1.4
O=C(NCc1cccnc1)C(=O)NCC(c1ccco1)N1CCN(c2ccccc2F)CC1 (stereo not given)
 : 0.8	0.4	-1.6	1.5	-2.8	-2.3	-3.6	-0.8	1.0	5.3	0.0
CCOC(=O)c1[nH]c2ccccc2c1NC(C)=O
 : 0.4	15.2	-0.2	-1.5	9.9	-0.2	3.1	0.4	1.7	-33.9	1.1
O=C(CSC1=NCCS1)N1CCN(c2ccccc2)CC1
 : 0.3	-0.5	-1.7	4.7	1.0	0.3	-1.3	-1.4	-0.8	1.5	1.2
CCOC(=O)c1c(C)[nH]c(C(=O)OCC(=O)Nc2sc(C(=O)N(C)C)c(C)c2C(=O)OCC)c1C
 : -1.3	2.6	-1.3	9.0	3.4	3.7	-2.4	-2.0	0.8	-2.3	-0.3
CSc1oc(-c2ccc(F)cc2)nc1S(=O)(=O)c1ccccc1
 : 2.7	-2.7	-1.0	-1.3	1.1	0.8	-0.6	-0.4	0.3	10.4	-0.3
Cc1cc(C(=O)NCc2cccs2)ccc1[N+](=O)[O-]
 : 1.4	-2.0	-1.6	-1.3	2.3	4.2	-0.7	-0.9	1.9	5.7	1.4
COc1ccccc1N1CCN(C(=O)c2cc(-c3cccs3)on2)CC1
 : 0.4	0.0	-1.7	1.0	-6.9	2.6	-1.5	0.0	0.1	-3.0	-1.1
Cc1ccc2nc(C)c(C)nc2c1N
 : 0.3	-2.8	-1.6	-1.3	0.4	1.2	-1.3	0.4	0.1	-0.6	0.9
CC(C)C(NC(=O)c1ccccc1)C(=O)OCc1cc([N+](=O)[O-])cc2c1OCOC2 (stereo not given)
 : 1.9	-2.6	-1.0	-4.5	-2.7	0.7	0.4	-0.2	4.0	12.8	0.4
C[C@@H]1CN([C@@H](C)CO)C(=O)CCCn2nncc2CO[C@H]1CN(C)C(=O)NC1CCCCC1
 : -1.4	4.5	-0.8	5.5	-0.5	-2.5	-0.5	0.7	0.6	4.0	-0.1
CN(Cc1ccc(F)cc1)C(=O)c1cccc2c1C(=O)N(Cc1cccnc1)C2
 : ·	3.4	-1.4	-1.2	5.2	-4.9	-0.1	0.7	0.4	-9.5	·
CCc1nc2ccc(C(=O)N(C)Cc3ccco3)cn2c1N(CC)C(=O)NCCc1ccccc1
 : 0.1	1.0	-0.9	0.0	-1.1	-3.9	0.3	2.8	0.6	-2.7	·
COc1cc(/C=C/c2ccc(O)cc2)cc(OC)c1
 : 0.9	-1.7	-0.6	-12.8	1.4	2.6	0.3	0.4	8.2	-25.3	3.3
O=C1c2ccccc2C(=O)N1CCCc1nc(-c2ccc(Cl)cc2)no1
 : 1.9	6.4	-1.3	-5.2	6.9	-6.0	0.7	1.9	-1.4	-11.3	-0.1
CN(C)c1nc(NCc2ccccc2)nc(N/N=C/c2ccc(Br)cc2)n1
 : 1.7	-3.2	-1.4	1.3	-0.6	0.7	-3.0	0.0	-4.0	-0.9	-0.7
